# From PubChem
# Peg3 promoter – Peg3 promoter activity inhibition | HeLa PEG-Prom luciferase reporter, luminescence, overnight | inhibition, % at 20 µM | actives 1.7% (n = 360,000);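 active = inhibition of at least 50% at 20 µM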
# Shn3 3UTR inh – inhibitors of Schnurri-3 3'UTR reporter in osteoblasts | Clone20 osteoblast Shn3 3'UTR firefly luciferase, 24 h | inhibition, % at 12.5 µM | actives 0.52% (n = 360,000) | AID 588674;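 active = mean inhibition of at least 75% with every replicate also reaching 75%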;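 note: 0% = median of neutral control wells and 100% = pilot-screen positive control compound; some compounds past the cut are filed as inactive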
# HIF-2a inh – inhibitors of HIF-2a. inhibition, % at 18.8 µM. 786-0 RCC cells HIF-2a reporter, luciferase luminescence, overnight. actives 0.72% (n = 360,000);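 active = inhibition of the luminescence signal of 40% or more relative to plate controls, in a single-dose primary screen at 18.75 µM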
# TRPM1 prom inh – reduces MITF-dependent TRPM1 promoter luciferase signal. SK-MEL-5 TRPM1 promoter luciferase, 24 h. inhibition, % at 12.5 µM. actives 0.83% (n = 330,000);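 active = mean inhibition across replicates of 60% or more, whatever share of single replicates reaches that level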; note: values of inactives mirror those of a sister screen read the other way
# PDI turbidity – blocks human protein disulfide isomerase activity; P07237; PDI insulin aggregation turbidity, A650, 90 min; inhibition, % at 10 µM; actives 0.052% (n = 350,000);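 active = mean inhibition across replicates of 30% or more, whatever share of single replicates reach that level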;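 note: absorbance from insulin aggregation driven by PDI reduction with DTT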
# Target sequence (P07237 whole entry, looked up): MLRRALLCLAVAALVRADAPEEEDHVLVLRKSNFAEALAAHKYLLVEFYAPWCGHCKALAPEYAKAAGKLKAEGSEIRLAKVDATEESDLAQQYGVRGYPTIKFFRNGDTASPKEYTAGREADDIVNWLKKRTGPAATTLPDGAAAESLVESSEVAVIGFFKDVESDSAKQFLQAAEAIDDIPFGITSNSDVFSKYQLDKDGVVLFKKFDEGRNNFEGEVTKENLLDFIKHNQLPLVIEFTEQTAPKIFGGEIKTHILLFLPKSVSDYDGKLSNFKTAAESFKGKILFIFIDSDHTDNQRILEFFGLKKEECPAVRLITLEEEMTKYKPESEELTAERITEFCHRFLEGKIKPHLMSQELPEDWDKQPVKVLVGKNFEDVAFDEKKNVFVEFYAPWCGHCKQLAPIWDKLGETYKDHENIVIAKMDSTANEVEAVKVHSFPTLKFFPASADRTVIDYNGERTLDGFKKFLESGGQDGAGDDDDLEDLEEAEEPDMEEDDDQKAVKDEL
# NR2E3 ag-1 – activates human NR2E3 receptor | Q9Y5X4 | CHO-S Gal4-NCOR/VP16-NR2E3 two-hybrid, luciferase | inhibition of corepressor binding, % at 3.98 µM | actives 0.35% (n = 360,000) | AID 602229;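 active = inhibition above the mean of all tested compounds plus 3 SD, cut at about 70% in these data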;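 note: 0% = DMSO with NR2E3 transfected cells and 100% = cells lacking NR2E3 construct; higher means lower luciferase signal from less NR2E3 corepressor binding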
# Target sequence (Q9Y5X4 whole entry, looked up, the tested form may be a part): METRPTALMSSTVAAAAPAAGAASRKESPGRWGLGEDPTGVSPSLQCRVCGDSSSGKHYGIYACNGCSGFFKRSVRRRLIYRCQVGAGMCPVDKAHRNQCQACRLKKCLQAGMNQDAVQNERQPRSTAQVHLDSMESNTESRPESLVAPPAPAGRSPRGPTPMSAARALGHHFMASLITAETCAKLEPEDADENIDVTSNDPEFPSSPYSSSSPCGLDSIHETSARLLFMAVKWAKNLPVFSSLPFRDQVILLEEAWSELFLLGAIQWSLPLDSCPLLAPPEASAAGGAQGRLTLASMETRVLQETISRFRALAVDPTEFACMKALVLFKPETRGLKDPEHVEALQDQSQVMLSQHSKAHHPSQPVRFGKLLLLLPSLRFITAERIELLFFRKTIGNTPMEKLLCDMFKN
# CaV13 FRET inh – Primary screen for inhibitors of IQ motif and Ca2+-dependent inactivation inhibitor domain binding in CACNA1D, Förster resonance energy transfer in living cells, …; HEK cells, CFP/YFP FRET ICDI-IQ, plate reader, 10 min; percent FRET-ratio fall versus neutral wells; inhibition, % at 12.3 µM; actives 0.098% (n = 340,000); AID 743397;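 active = mean replicate inhibition of at least 30% and at least 1% of replicates passing that level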;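 note: 0% = median of the neutral control wells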
# CF NFkB inh – cystic fibrosis NF-kB activation inhibition; KKLEB NF-kB-GFP reporter, PAF-induced, GFP fluorescence overnight; inhibition, % at 5 µM; actives 0.86% (n = 360,000);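 active = at least 50% inhibition at 5 µM, scaled per plate between neutral and stimulator controls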;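 note: PAF is a Pseudomonas aeruginosa culture filtrate used as stimulus; plate controls were PAF-stimulated DMSO wells for no effect and unstimulated DMSO wells for full effect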
# Vif imaging – HIV Vif inhibition; actives 0.35% (n = 340,000); HEK293T cells, Vif self-association by quenched fluorescence, imaging, 24 h; inhibition, % at 7.49 µM; in the data active = inhibition above about 50%, passing the limit was not always enough; note: some results filed as inactive read as strong as hits
# NR2E3 ag-2 – activates human photoreceptor nuclear receptor NR2E3; GST-NR2E3/biotin-RetCOR TR-FRET, 1536-well; AID 2300; Q9Y5X4; inhibition of corepressor binding, % at 4.78 µM; actives 0.12% (n = 320,000);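 active = percent inhibition above the cutoff of mean plus 3 SD of all tested compounds, set per screening campaign, cut at about 20% in these data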;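 note: 0% = DMSO wells and 100% = biotin wells as full block of FRET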
#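 System: GST-tagged NR2E3 plus biotinylated RetCOR corepressor; Amount: 1.35 nM GST-tagged NR2E3 final; Dosing: single nominal compound dose of 4.8 µM; Schedule: 5 h incubation at 4 °C; Technique: TR-FRET with europium anti-GST and streptavidin-D2, 340 nm excitation; Controls: biotin wells as high control, 0.6% DMSO wells as low control.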
# KKLEB tox – counter-screen for CF NF-kB inhibitors: cytotoxicity; KKLEB CF airway cells viability, ATPlite luminescence, overnight; active compounds read low; cells stimulated with P. aeruginosa culture filtrate; actives 0.36% (n = 360,000); AID 602141; activity change (cytotoxicity), % at 5 µM;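 active = corrected activity change at or below -50% at 5 µM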
# * hit, by the source's call; x = no result given.
SMILES,Peg3 promoter,Shn3 3UTR inh,HIF-2a inh,TRPM1 prom inh,PDI turbidity,NR2E3 ag-1,CaV13 FRET inh,CF NFkB inh,Vif imaging,NR2E3 ag-2,KKLEB tox
O=S(=O)(c1ccccc1Br)N(CC(O)COCc1ccccc1)C1CC1 (configuration not stated),13,6,3,3,1,-16,-5,-3,-4,x,5
COc1ccc(-c2cc(C(=O)N3CCN(C(=O)c4ccccc4F)CC3)[nH]n2)cc1,-4,-28,7,5,4,-16,-7,-4,4,3,7
FC(F)(F)c1cc(Oc2ccc(Cl)cc2)ncc1-c1nnc(-c2ccc(Cl)cc2)o1,12,8,6,7,-1,-4,-19,4,4,0,-2
CS(=O)(=O)N1CCN(Cc2ccc([N+](=O)[O-])cc2)CC1,17,0,8,-7,4,0,-3,12,7,0,-10
CS(=O)(=O)c1ncc(Cl)c(C(=O)Nc2ccc(N3CCOCC3)cc2)n1,104*,94*,15,92*,10,1,x,92*,11,2,-28
CC(C)NC(=O)C1c2ccccc2Oc2ccccc21,2,17,15,9,-1,-7,0,-7,7,4,5
CC[C@]12c3[nH]c4ccc(Cl)cc4c3CCN1C(=O)[C@@H](CC(=O)NC/C=C(\C)CCC=C(C)C)C[C@@H]2C(=O)N1CCN(C(=O)c2ccco2)CC1,48,15,-29,16,-3,3,-7,33,-4,x,-25
CN(C)C(=S)c1ccccc1,-4,16,22,-17,1,-8,-20,-4,-6,-1,7
Fc1ccc(NC(=S)Nc2cccnc2)c(Cl)c1,-16,-11,-13,1,-1,-3,-3,-7,-6,1,5
O=C(Nc1ccccc1N1CCOCC1)c1cccc([N+](=O)[O-])c1,4,-4,6,5,2,-15,-5,-10,6,0,-6
CCN(c1ccccc1)S(=O)(=O)c1ccc(Cl)c(NC(=O)CNCc2ccccc2OC)c1,21,77,13,14,4,-50,-6,8,-11,x,18
Cc1ccc(NC(=O)CSc2nccc(=O)[nH]2)c(S(=O)(=O)N2CCOCC2)c1,-19,-8,11,3,-3,10,-5,-16,4,2,5
CC1=C(C(N)=O)C(c2ccc(Cl)cc2)NC(=O)N1 (configuration not stated),4,-1,10,-7,1,-13,-4,7,-2,4,1
O=C(Nc1cc2c(cc1Cl)-c1ccc([N+](=O)[O-])cc1C2=NO)C(F)(F)F,57*,-16,-50,9,-2,31,x,-46,-5,x,10
C/C(=N\NC(=O)c1ccc2ccccc2c1)c1cccs1,-195,-61,-207,-41,1,-128,-6,6,4,x,-2
NCCCC[C@H]1CNC(=O)C(=O)N1CCC12CC3CC(CC(C3)C1)C2,7,12,19,-9,11,-9,-11,6,10,-2,7
COc1ccc(C(=O)CSc2nc3ccccc3n2CC(=O)NC(C)(C)C)cc1,9,-12,2,7,-4,-14,x,4,-39,-3,-2
O=C(Oc1ccc(-c2cn3c(n2)SCC3)cc1)c1ccccc1,-63,-33,-80,-20,11,-10,-6,-1,-1,11,-12
CCn1cc(CNC(=O)C2CCC(=O)N(Cc3ccc(Cl)cc3)C2)cn1 (configuration not stated),-6,-12,-4,5,10,9,-7,3,7,1,5
O=C(CCNS(=O)(=O)c1ccc2nsnc2c1)N1CCN(c2ccncc2)CC1,-2,-2,15,-1,1,35,-4,3,5,x,0
Cn1cc(Cl)c(C(=O)NNC(=S)NC2CCCCC2)n1,-23,13,5,12,17,-24,-6,13,-25,4,-3
CNC(=S)NNC(=O)c1ccc(=O)n(Cc2ccc(Cl)cc2Cl)c1,14,30,0,5,5,6,9,8,-10,0,-4
CC1=C(C(=O)N(C)C)CC(CC(=O)NCc2cccc3ccccc23)C(=O)N1CCC1=CCCCC1 (configuration not stated),-2,3,-23,x,22,-25,-17,-15,-3,x,17
c1coc(CNc2nc(N3CCCCC3)nc3ccccc23)c1,35,0,24,-1,-9,-37,-7,-21,-24,4,-8
CN(C)CCNc1nc2c(c(=O)[nH]c(=O)n2C)n1CC(O)COc1ccc(Cl)cc1Cl (configuration not stated),9,-2,7,17,-8,-37,-5,-7,18,0,-2
Cc1cc(OCC(=O)Nc2nnc(C3CC3)s2)ccc1C(C)C,8,-5,9,-1,6,-6,-2,5,0,3,2
COCCCNC(=O)c1ccc(Cn2c(=O)[nH]c3ccccc3c2=O)cc1,7,-5,9,x,2,-32,-6,12,6,1,9
Cc1ccc(NC(=O)C2CCCCC2C(=O)O)cc1Cl (configuration not stated),-8,-5,-11,3,-1,16,-6,-6,4,1,4
O=C(c1cc(Br)c(Br)s1)N1CCOCC1,2,1,6,3,6,-5,-5,10,2,3,4
C=CCn1nnnc1SCC(=O)Nc1ccccc1C(=O)OC,17,-4,-4,16,6,-48,-7,4,8,2,4
CC(O)(c1ccc(F)c(F)c1)c1nc(-c2cccc(C(F)(F)F)c2)cs1 (configuration not stated),10,4,5,x,-7,10,-4,-1,-7,x,-17
O=C(NCc1cccs1)C1CCN(S(=O)(=O)c2ccc3c(c2)OCCO3)CC1,6,12,19,2,9,13,-11,2,17,-1,12
Cc1ccc(S(=O)(=O)N2[C@@H](c3cccc(Cl)c3)C(C(=O)O)=CC[C@H]2c2ccc(C(C)C)cc2)cc1,15,-10,4,-2,4,73*,-4,36,x,1,24
Cc1cccc(NC(=O)Cn2nnc3sc4c(c3c2=O)CC(C)(C)OC4)c1,19,x,17,x,-6,-1,-3,-4,3,-3,3
CC(C)C(=O)N1CCCC1(C)C(=O)NCc1ccccn1 (configuration not stated),0,5,3,x,-7,0,-12,16,-3,x,-3
N/C(=N\OS(=O)(=O)c1cccc([N+](=O)[O-])c1)c1ccncc1,7,-13,13,-2,-13,-12,-5,5,-10,-1,5
Oc1cccc(C(O)CNCc2ccc(OCc3ccc(Cl)cc3Cl)cc2)c1 (configuration not stated),93*,23,0,-13,-3,-47,-5,-6,-20,0,-16
Cc1cc(C)n(C(=O)Cn2nc(C)c(Br)c2C)n1,17,9,13,-6,17,-38,-19,10,-5,6,5
CN(C(=O)COC(=O)CSc1cc(Cl)ccc1Cl)c1c(N)n(Cc2ccccc2)c(=O)[nH]c1=O,7,-25,-2,2,4,-12,-6,14,12,-2,-1
COc1ccc(OC)c(C2C3=C(N=C4SCC(=O)N42)c2ccccc2CC3)c1 (configuration not stated),-4,-1,8,23,1,-13,x,-11,-4,3,-2
O=C(O)c1cccnc1SCc1ccc([N+](=O)[O-])cc1,10,8,9,9,7,11,-3,-3,4,-5,-2
Cc1ccccc1CSc1ccc(-c2ccc3c(c2)OCO3)nn1,-294,-66,-237,-54,-3,-81,-5,0,11,1,-6
Nc1nc(-c2ccccc2)cn1/N=C/c1ccccc1,-134,-49,-245,-25,1,-5,-4,2,-13,-2,11
Cc1cncc(NCc2cccc(Cl)c2)n1,-17,-13,-37,x,-2,-25,-14,-12,-9,x,17
C/C(CCc1ccccc1)=N\NC(=S)NCCc1ccccc1,-9,-13,-9,2,5,18,-5,2,0,-3,10
CCOc1nc(NCCC2=CCCCC2)nc(N2CCOCC2)n1,12,16,13,-3,1,-8,x,4,10,3,-7
CCCCN1C(=O)C(=O)N(CC(=O)c2ccc3c(c2)CCCC3)C1=O,-51,-5,-77,-12,6,-18,-3,-12,7,1,10
O=C(O)C1C2C=CC(C2)C1C(=O)OCC1CCCO1 (configuration not stated),1,8,-8,5,2,-5,-8,23,-2,0,-9
CN(C)C(CNC(=O)c1ccc2c(=O)n(-c3ccccc3F)c(=S)[nH]c2c1)Cc1ccccc1 (configuration not stated),-1,6,1,6,5,-4,-2,2,-6,-2,7
COc1ccc2nc(C)cc(SCC(=O)N/N=C/c3ccc(O)cc3O)c2c1,34,87*,21,59,9,-28,-5,12,8,-2,-14
O=C(NCCC1CCCCN1S(=O)(=O)c1ccccc1)C(=O)Nc1ccc(F)cc1F (configuration not stated),10,28,19,16,0,11,-4,3,0,2,-17
CC(C)CC(=O)c1c[nH]c(C(=O)NCCCN2CCOCC2)c1,7,-18,1,1,-15,-1,-3,-8,7,-2,12

# Molecules listed so far that contain fluorine (7):
SMILES,Peg3 promoter,Shn3 3UTR inh,HIF-2a inh,TRPM1 prom inh,PDI turbidity,NR2E3 ag-1,CaV13 FRET inh,CF NFkB inh,Vif imaging,NR2E3 ag-2,KKLEB tox
COc1ccc(-c2cc(C(=O)N3CCN(C(=O)c4ccccc4F)CC3)[nH]n2)cc1,-4,-28,7,5,4,-16,-7,-4,4,3,7
FC(F)(F)c1cc(Oc2ccc(Cl)cc2)ncc1-c1nnc(-c2ccc(Cl)cc2)o1,12,8,6,7,-1,-4,-19,4,4,0,-2
Fc1ccc(NC(=S)Nc2cccnc2)c(Cl)c1,-16,-11,-13,1,-1,-3,-3,-7,-6,1,5
O=C(Nc1cc2c(cc1Cl)-c1ccc([N+](=O)[O-])cc1C2=NO)C(F)(F)F,57*,-16,-50,9,-2,31,x,-46,-5,x,10
CC(O)(c1ccc(F)c(F)c1)c1nc(-c2cccc(C(F)(F)F)c2)cs1 (configuration not stated),10,4,5,x,-7,10,-4,-1,-7,x,-17
CN(C)C(CNC(=O)c1ccc2c(=O)n(-c3ccccc3F)c(=S)[nH]c2c1)Cc1ccccc1 (configuration not stated),-1,6,1,6,5,-4,-2,2,-6,-2,7
O=C(NCCC1CCCCN1S(=O)(=O)c1ccccc1)C(=O)Nc1ccc(F)cc1F (configuration not stated),10,28,19,16,0,11,-4,3,0,2,-17
